High-throughput results deposited in PubChem BioAssay by Broad Institute.
C diff HTS – C. difficile growth inhibition. 86,000 compounds, 0.25% hits. Clostridium difficile clinical isolate growth, OD600, 24 h; hits give low values. growth activity, negative = inhibition, % at 16 µg/mL (by protocol). AID 1259249;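 active = mean growth activity at or below -80% and every replicate also at or below -80%; inconclusive = mean at or below -80% but some replicate above -80%; inactive = mean growth activity above -80%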;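 note: 0% = DMSO wells and -100% = levofloxacin 16 µg/mL wells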
Pf Dd2 growth – inhibitors of Plasmodium falciparum Dd2 growth. activity change, % at 10 µM. AID 1159554. P. falciparum Dd2 growth, SYBR Green, 72 h; hits give low values. 94,000 compounds, 2.3% hits; in the data active = activity change below about -80%; inconclusive = no clear call, values can overlap the other calls
Tcruzi prolif – T. cruzi proliferation inhibition; T. cruzi beta-gal in NIH3T3, GalScreen luminescence, 90 h; inhibition, % at 8.34 µM; 77,000 compounds, 5.9% hits;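 active = mean inhibition above about 93%, with at least 55% of replicates each passing it, limit read from the data, passing the limit was not always enough; inconclusive = only one of those two conditions holds; inactive = neither condition holds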
KDM4C inh – inhibitors of human demethylase GASC-1 KDM4C | Q9H3R0 | inhibition, % at 12.5 µM | GST-KDM4C 2-372, H3K9me3 peptide, LANCE TR-FRET | AID 720574 | 96,000 compounds, 0.15% hits;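 active = mean replicate inhibition above about 25%, with at least 55% of replicates also reaching it, limit read from the data, passing the limit was not always enough; inconclusive = only one of those two conditions met; inactive = neither condition met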
Target sequence (Q9H3R0 2-372 limits assumed): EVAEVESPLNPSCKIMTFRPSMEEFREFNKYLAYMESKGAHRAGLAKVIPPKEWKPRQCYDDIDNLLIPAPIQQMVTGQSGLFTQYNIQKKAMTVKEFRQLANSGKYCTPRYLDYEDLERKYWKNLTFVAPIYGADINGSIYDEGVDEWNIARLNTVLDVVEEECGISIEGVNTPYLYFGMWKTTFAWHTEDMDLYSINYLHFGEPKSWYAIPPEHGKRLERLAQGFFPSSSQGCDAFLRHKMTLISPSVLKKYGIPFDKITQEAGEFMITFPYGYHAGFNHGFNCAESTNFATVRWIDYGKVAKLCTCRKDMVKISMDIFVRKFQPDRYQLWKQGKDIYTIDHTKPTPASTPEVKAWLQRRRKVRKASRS
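Test system: N-terminal GST-fused human GASC-1 (KDM4C) fragment, residues 2-372; quantity: GASC-1 enzyme at 10 nM final in reaction; dosing: single dose; schedule: 30 min demethylation and 1 h detection at room temperature; signal: LANCE TR-FRET, excitation 340 nm, emissions 618 and 671 nm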
* = called active by the depositor; ? = inconclusive; / = not tested or not shown; & = joins results of further samples; ! = repeats disagree.

no.	SMILES	Tcruzi prolif	C diff HTS
1	O=S(=O)(N[C@H]1CC[C@@H](CCn2cc(-c3cccc(F)c3)nn2)O[C@@H]1CO)c1ccc(Cl)cc1	-14	/
2	C[C@H]1CN([C@@H](C)CO)C(=O)c2cc(C#Cc3ccccc3)cnc2O[C@H]1CN(C)C(=O)CN(C)C	-54	-4
3	CC(C)CC#Cc1ccc2c(c1)O[C@H](CN(C)C(=O)Nc1ccccc1)[C@H](C)CN([C@H](C)CO)S2(=O)=O	126*	23
4	C[C@@H]1CN([C@H](C)CO)C(=O)c2cc(NC(=O)Nc3ccc(F)cc3)ccc2O[C@@H]1CN(C)S(=O)(=O)c1ccc(F)cc1	9	-4
5	CCCN1C[C@H](C)[C@H](OC)CN(C)C(=O)c2cc(NC(=O)Nc3cccc(OC)c3)ccc2OC[C@H]1C	39	/
6	CC(C)NC(=O)N(C)C[C@@H]1Oc2ncc(C#Cc3ccccc3F)cc2C(=O)N([C@H](C)CO)C[C@@H]1C	86	-12
7	COc1ccc2c3c(n(C)c2c1)[C@@H](CO)N(C(=O)C1CCCC1)CC31CCN(C(=O)CN(C)C)CC1	/	0
8	Cc1noc(C)c1NC(=O)N(C)C[C@@H]1Oc2ccc(NC(=O)NC3CCCCC3)cc2CC(=O)N([C@H](C)CO)C[C@@H]1C	42	2
9	COc1cccc(S(=O)(=O)N2CCCCN3[C@@H](CO)[C@@H](c4ccc(C#CC5CC5)cc4)[C@@H]3C2)c1	53	45
10	CO[C@@H]1CN(C)C(=O)c2cc(NC(=O)C3CC3)ccc2OC[C@H](C)N(Cc2cc(F)ccc2F)C[C@@H]1C	61	/
11	Cc1noc(C)c1NC(=O)N(C)C[C@@H]1Oc2c(NC(=O)C3CCCCC3)cccc2C(=O)N([C@H](C)CO)C[C@H]1C	-5	-1
12	N#C[C@H]1[C@@H](c2ccccc2-c2cccc(F)c2)[C@@H](CO)N1C(=O)C1CC1	/	0
13	C[C@@H]1CN([C@@H](C)CO)C(=O)c2cc(NS(=O)(=O)c3ccc(F)cc3)ccc2O[C@@H](C)CCCCO[C@@H]1CN(C)S(=O)(=O)c1ccc(Cl)cc1	?	6
14	CO[C@@H]1CN(C)C(=O)c2cc(NC(C)=O)ccc2OC[C@@H](C)N(Cc2cc(F)ccc2F)C[C@H]1C	55	/
15	O=C(C[C@H]1CC[C@@H](NC(=O)Nc2ccc3c(c2)OCO3)[C@H](CO)O1)NCc1ccc(Cl)cc1	-31	3

no.	Pf Dd2 growth	KDM4C inh
1	-13	0.5
2	5	-0.7
3	-65	-0.9
4	5	2.7
5	/	-0.9
6	-53	-8.5
7	-35	0.9
8	11	1.5
9	-67	-1.2
10	-71	1.0
11	13	-2.2
12	16	0.4
13	-76	1.5
14	3	0.1
15	-11	?

Other compounds
no.	SMILES	Tcruzi prolif	C diff HTS
16	COc1cccc(-c2cnc3c(c2)C(=O)N([C@H](C)CO)C[C@H](C)[C@H](CN(C)C(=O)Nc2ccc(F)cc2)O3)c1	12	-8
17	C[C@@H]1CN([C@@H](C)CO)C(=O)c2cc(NC(=O)Cc3ccccc3)ccc2O[C@@H](C)CCCCO[C@@H]1CN(C)C	9	-1
18	CCC(=O)N1[C@H](C(=O)Nc2nccs2)[C@@H](CO)[C@@H]2Cn3c(ccc(C4=CCCCC4)c3=O)[C@@H]21	1	2
19	COc1cccc(S(=O)(=O)N2C[C@H](O)COC[C@H]3O[C@@H](CC(=O)N4CCN(c5ccccc5)CC4)CC[C@@H]32)c1	12	-2&-6
20	CN(C)C(=O)C[C@@H]1C[C@@H]2c3cc(NC(=O)C4CCOCC4)ccc3O[C@@H]2[C@H](CO)O1	-50	1
21	C[C@@H]1CN([C@H](C)CO)S(=O)(=O)c2ccc(/C=C/c3ccccc3)cc2O[C@H]1CN(C)C(=O)NC1CCCC1	21	8
22	CN1C(=O)c2cc(NC(=O)Cc3ccccc3)ccc2OC[C@@H]2O[C@H](CC(=O)NC3CCC3)CC[C@H]21	18	2
23	O=C(NCc1ccc(F)cc1)[C@H]1[C@H](CO)[C@H]2Cn3c(ccc(-c4cccnc4)c3=O)[C@@H]1N2	2	-2
24	CO[C@H]1CN(C)C(=O)c2ccc(NC(=O)C3CCCC3)cc2OC[C@H](C)N(CCC(F)(F)F)C[C@H]1C	-28	4
25	C[C@H](CO)N1C[C@H](C)[C@H](CN(C)C(=O)Nc2ccc(F)cc2)Oc2ccc(NC(=O)Cc3cn(C)c4ccccc34)cc2CC1=O	10	-5
26	COc1ccccc1CN(C)C[C@H]1OCc2cnnn2CCCC(=O)N([C@@H](C)CO)C[C@@H]1C	23	-4
27	Cc1ccccc1S(=O)(=O)N1CCCCN2[C@H](CO)[C@@H](c3ccc(-c4cccnc4)cc3)[C@H]2C1	39	-3
28	C[C@H]1CN([C@@H](C)CO)C(=O)c2cc(-c3cccc(C(=O)N(C)C)c3)cnc2O[C@H]1CN(C)C	-21	-6
29	O=C(NC1CCC1)[C@@H]1[C@@H](CO)[C@@H]2Cn3c(ccc(-c4cncnc4)c3=O)[C@H]1N2CCc1ccccc1	36	-3
30	C[C@@H]1CCCCO[C@H](CN(C)C(=O)Nc2ccc(F)cc2)[C@@H](C)CN([C@@H](C)CO)C(=O)c2cc(NC(=O)c3ccccc3)ccc2O1	79	-3

no.	Pf Dd2 growth	KDM4C inh
16	-21	-2.7
17	6	-0.6
18	-5	-1.3
19	/	0.2
20	23	-1.9
21	-42	-2.2
22	-15	0.4
23	0	-0.7
24	13	0.4
25	-25	-3.1
26	-5	/
27	-28	-1.3
28	74	4.3
29	0	-0.2
30	-53	1.6

The results go on.
no.	SMILES	Tcruzi prolif	C diff HTS
31	C[C@@H]1CN([C@H](C)CO)C(=O)CCCn2cc(nn2)CO[C@H]1CN(C)C	1	/
32	O=C(c1cccnc1)N1CC(=O)N2[C@H](CO)[C@H](c3ccc(/C=C/c4ccccc4)cc3)[C@H]2C1	/	-6
33	CN1CCN(C(=O)C[C@H]2CC[C@@H]3[C@H](COC[C@H](O)CN3Cc3cccc(Cl)c3)O2)CC1	-39	/
34	O=C(C[C@H]1CC[C@H]2[C@@H](COC[C@H](O)CN2S(=O)(=O)c2ccccc2)O1)N1CCOCC1	-95	-1&-5
35	C[C@@H]1CN([C@@H](C)CO)S(=O)(=O)c2ccc(-c3cccnc3)cc2O[C@H]1CN(C)Cc1cccnc1	105	2
36	C[C@@H]1CN([C@H](C)CO)S(=O)(=O)c2ccc(C#Cc3cccnc3)cc2O[C@H]1CN(C)C(=O)CN(C)C	17	5
37	COc1ccc(S(=O)(=O)Nc2ccc3c(c2)C(=O)N([C@@H](C)CO)C[C@H](C)[C@@H](CN(C)C(=O)C2CCCCC2)OCCCC[C@@H](C)O3)cc1	-36	0
38	C[C@@H]1CN([C@H](C)CO)C(=O)CCCn2nncc2CO[C@@H]1CN(C)C(=O)Nc1ccc(F)cc1	37	/
39	CNC[C@@H]1OCc2cnnn2CCCC(=O)N([C@@H](C)CO)C[C@H]1C	-2&0	-5&1
40	C[C@H]1CN([C@@H](C)CO)C(=O)Cc2cc(NC(=O)NC3CCCCC3)ccc2O[C@H]1CN(C)C(=O)Nc1ccc2c(c1)OCO2	47	-3
41	C[C@H]1CN([C@@H](C)CO)C(=O)c2cccc(NS(=O)(=O)c3ccccc3)c2O[C@H]1CN(C)Cc1ccc(-c2ccccc2)cc1	52	/
42	C[C@H]1CN([C@@H](C)CO)S(=O)(=O)c2ccc(-c3cccc(F)c3)cc2O[C@@H]1CN(C)C	-50&-32	0&-4
43	CN(C)C(=O)C[C@H]1C[C@@H]2c3cc(NC(=O)NC4CCCC4)ccc3O[C@@H]2[C@H](CO)O1	0	1
44	CCCC#Cc1ccc([C@H]2[C@@H](CO)N(S(C)(=O)=O)[C@H]2C#N)cc1	93	-7
45	Cc1noc(C)c1S(=O)(=O)N(C)C[C@@H]1OCCCC[C@H](C)Oc2ccc(NS(=O)(=O)c3cn(C)cn3)cc2C(=O)N([C@@H](C)CO)C[C@H]1C	-2	-6

no.	Pf Dd2 growth	KDM4C inh
31	15	0.0
32	-33	-2.4
33	6	2.9
34	16	0.2
35	0	-0.1
36	-48	-4.1
37	-92*	17
38	-13	-0.1
39	31&-1	-0.4
40	-13	0.5
41	-40	2.1
42	/	-1.9
43	20	1.6
44	31	-3.4
45	-15	-0.1

Sorted by value in KDM4C inh (descending): three of the compounds above.
no. | Structure | KDM4C inh
28 | C[C@H]1CN([C@@H](C)CO)C(=O)c2cc(-c3cccc(C(=O)N(C)C)c3)cnc2O[C@H]1CN(C)C | 4.3
39 | CNC[C@@H]1OCc2cnnn2CCCC(=O)N([C@@H](C)CO)C[C@H]1C | -0.4
20 | CN(C)C(=O)C[C@@H]1C[C@@H]2c3cc(NC(=O)C4CCOCC4)ccc3O[C@@H]2[C@H](CO)O1 | -1.9

Complete entries from above. Screens in order: Tcruzi prolif, C diff HTS, Pf Dd2 growth, KDM4C inh
`C[C@H]1CN([C@@H](C)CO)S(=O)(=O)c2ccc(-c3cccc(F)c3)cc2O[C@@H]1CN(C)C` is entered as -50&-32, 0&-4, /, -1.9
`COc1ccc(S(=O)(=O)Nc2ccc3c(c2)C(=O)N([C@@H](C)CO)C[C@H](C)[C@@H](CN(C)C(=O)C2CCCCC2)OCCCC[C@@H](C)O3)cc1` is entered as -36, 0, -92*, 17

Further entries follow.
no.	SMILES	Tcruzi prolif	C diff HTS
46	COc1cc(CN2CC3(CCN(C(=O)CN4CCOCC4)CC3)c3c(n(C)c4cc(OC)ccc34)[C@H]2CO)cc(OC)c1	/	-7
47	CS(=O)(=O)N1CC(=O)N2[C@@H](CO)[C@@H](c3ccc(Br)cc3)[C@@H]2C1	/	-3
48	C[C@@H]1CN([C@H](C)CO)C(=O)c2cc(NC(=O)Nc3ccc4c(c3)OCO4)ccc2O[C@@H]1CN(C)Cc1ccncc1	28	2
49	C[C@@H]1CCCCO[C@@H](CN(C)S(=O)(=O)c2ccc(Cl)cc2)[C@H](C)CN([C@H](C)CO)C(=O)c2cc(NC(=O)Nc3ccc(C(F)(F)F)cc3)ccc2O1	70	14
50	COc1ccc(S(=O)(=O)N(C)C[C@H]2Oc3ccc(NC(=O)Nc4ccc5c(c4)OCO5)cc3CC(=O)N([C@@H](C)CO)C[C@H]2C)cc1	-100	1
51	COc1ccc(NC(=O)N2CCCCN3[C@@H](CO)[C@@H](c4ccc(C#Cc5ccccn5)cc4)[C@@H]3C2)cc1	58	11
52	C[C@H](NC(=O)C[C@@H]1C[C@@H]2c3cc(NS(=O)(=O)c4ccc(F)cc4)ccc3O[C@@H]2[C@@H](CO)O1)c1ccccc1	71	-19
53	C[C@@H]1CN([C@@H](C)CO)C(=O)c2ccccc2-c2ccccc2CO[C@H]1CN(C)C(=O)Nc1ccccc1	25	/
54	COc1ccc(NC(=O)N(C)C[C@@H]2Oc3ccc(NC(=O)Nc4ccc(C(F)(F)F)cc4)cc3CC(=O)N([C@@H](C)CO)C[C@@H]2C)cc1	15	9
55	CO[C@@H]1CN(C)C(=O)c2cc(NC(=O)C3CC3)ccc2OC[C@@H](C)N(CCC(F)(F)F)C[C@@H]1C	46	/
56	C[C@@H]1CN([C@@H](C)CO)C(=O)Cc2cc(NC(=O)Nc3ccc(C(F)(F)F)cc3)ccc2O[C@@H]1CN(C)Cc1ccc(-c2ccccc2)cc1	61	17
57	C[C@H](CO)N1C[C@H](C)[C@H](CN(C)Cc2ccccc2)Oc2ncc(/C=C/c3ccccc3)cc2C1=O	120*!	22&18
58	C[C@@H](NC(=O)C[C@H]1CC[C@H]2[C@@H](COC[C@@H](O)CN2Cc2ccc(C(F)(F)F)cc2)O1)c1ccccc1	?	1&-17
59	COc1ccccc1NC(=O)Nc1ccc2c(c1)OC[C@@H](C)N(Cc1ccccc1C(=O)O)C[C@@H](C)[C@H](OC)CN(C)C2=O	-169	/
60	C[C@@H]1CCCCO[C@@H](CN(C)Cc2ccc(C(F)(F)F)cc2)[C@@H](C)CN([C@H](C)CO)C(=O)c2cc(NS(=O)(=O)c3ccccc3)ccc2O1	39	/
61	CCC(=O)N(C)C[C@H]1Oc2ncc(-c3ccccc3OC)cc2C(=O)N([C@H](C)CO)C[C@@H]1C	-46	-2
62	C[C@@H]1CCCCO[C@H](CN(C)Cc2ccccc2)[C@H](C)CN([C@H](C)CO)C(=O)c2cc(NC(=O)C3CCCCC3)ccc2O1	84	-3
63	C[C@H]1CCCCO[C@@H](CN(C)C(=O)NC2CCCCC2)[C@@H](C)CN([C@@H](C)CO)C(=O)c2cc(NC(=O)c3ccccc3)ccc2O1	88	-9

no.	Pf Dd2 growth	KDM4C inh
46	-53	3.4
47	35	1.2
48	1	2.4
49	-77	2.0
50	-16	14
51	-12	-0.9
52	-55	0.5
53	?	-0.2
54	17	0.6
55	-15	0.7
56	7	1.8
57	-70&-54	0.4
58	9	5.5
59	-1	0.4
60	-4	0.2
61	37	7.7
62	-40	-1.6
63	-74	4.3
